# Compound activity as filed in PubChem.
# esBAF inh: Bmi1 luciferase reporter increase in mESCs, primary screen, esBAF inhibitor project, mouse ES cells, Bmi1 luciferase knock-in, single point | 24 h; 100% = twice the neutral-well signal | AID 602393, 2012 | hit rate 2% among 350,000 | reporter increase, % at 12.5 µM; in the data active = activation above about 40%; inconclusive = no clear call, values can overlap the other calls;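 note: 0% = median of the plate's neutral control wells and 100% = double that signal; a rise in the Bmi1 reporter signal indicates esBAF inhibition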
# RAD54 inh: inhibitors of human RAD54 branch migration, primary screen, biochemical, fluorescence, single point; DNA repair and recombination protein RAD54-like (Homo sapiens), Q92698; RAD54 Holliday junction branch migration, FAM/BHQ fluorescence; inhibition, % at 10.4 µM; hit rate 0.14% among 360,000; AID 602329, 2012;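 active = mean normalized replicate activity at least 40 and at least half of replicates scoring 40 or more; inconclusive = only one of the two criteria met; inactive = mean below 40 and under half of replicates reaching 40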;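 note: 0% = median of neutral control wells and 100% = median of positive control wells; inhibitors cause a drop in the FAM fluorescence signal; in these data hits start at about 50%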
# Target sequence (Q92698 whole entry, looked up): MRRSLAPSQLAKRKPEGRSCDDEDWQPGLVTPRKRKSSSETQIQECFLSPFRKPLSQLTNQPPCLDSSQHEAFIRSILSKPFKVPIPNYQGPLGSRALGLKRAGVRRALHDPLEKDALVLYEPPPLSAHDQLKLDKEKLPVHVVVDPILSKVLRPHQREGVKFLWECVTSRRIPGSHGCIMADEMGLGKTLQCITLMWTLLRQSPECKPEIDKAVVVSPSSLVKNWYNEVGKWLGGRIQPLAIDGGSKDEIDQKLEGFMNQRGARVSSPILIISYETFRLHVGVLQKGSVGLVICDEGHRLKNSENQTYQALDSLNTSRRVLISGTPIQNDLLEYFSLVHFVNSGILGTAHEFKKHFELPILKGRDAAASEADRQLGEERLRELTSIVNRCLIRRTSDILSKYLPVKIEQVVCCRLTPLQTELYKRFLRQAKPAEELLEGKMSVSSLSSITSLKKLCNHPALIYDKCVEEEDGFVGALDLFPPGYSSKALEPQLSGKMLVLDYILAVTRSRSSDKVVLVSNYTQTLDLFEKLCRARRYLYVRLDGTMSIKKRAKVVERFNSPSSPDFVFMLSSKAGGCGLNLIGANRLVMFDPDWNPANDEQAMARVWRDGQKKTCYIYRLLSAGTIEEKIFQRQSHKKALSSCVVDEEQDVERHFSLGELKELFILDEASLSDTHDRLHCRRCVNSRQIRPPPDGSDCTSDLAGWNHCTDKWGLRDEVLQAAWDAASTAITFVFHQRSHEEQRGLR
# FN deposition inh: inhibitors of fibronectin matrix deposition, primary screen, AH1F cells, Alexa488-fibronectin fluorescence, plate reader. AID 743247, 2014. inhibition, % at 12.6 µM. AH1F fibroblasts, overnight. hit rate 0.086% among 350,000;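 active = mean inhibition across replicates of 30% or more, regardless of how many single replicates reach that level; inconclusive = mean under 30% yet at least half of replicates reach 30%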;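 note: positive control wells lacked labelled fibronectin entirely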
#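 test system = AH1F fibroblasts assembling fluorescent fibronectin matrix | quantity = 10000 AH1F cells per well | buffer or medium = DMEM plus 2% serum, read in PBS | doses = single dose, pinned | incubation = 1 h cell attachment, overnight exposure to compound and label | detection = fluorescence at 485 nm excitation, 525 nm emission | read-out basis = inhibition from reduced deposited-fibronectin fluorescence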
# * = called active by the depositor; u = inconclusive. A portion of the library (hit frequency here may not be typical).
Structure,esBAF inh,RAD54 inh,FN deposition inh
O=C(c1cc(Cl)nc2ccccc12)N1CCCCC1,8,1,-3
COC(=O)Nc1nnc(SCc2ccc(C)cc2)s1,-16,-12,-1
Cc1ccc(OCC(=O)Nc2cccc(-c3nnc(-c4ccccc4)o3)c2)c(C)c1,u,u,5
CC(=O)c1cccc(NC(=O)N2CCCC2C(=O)NCCC(C)C)c1 (centres undefined),3,-1,-1
CCCOc1ccc(CCc2n[nH]c(=S)n2Cc2ccccc2)cc1,5,-15,0
Cn1c(C(O)c2ccccc2F)nc(Cl)c1Cl (centres undefined),-1,-4,11
c1ccc(-c2csc3ncn4nnnc4c23)cc1,-1,11,2
Cc1ccc(Cl)c2c1NC(=O)C2(O)CC(=O)c1ccccc1O (centres undefined),-3,12,8
CCC(C)(C)n1nnnc1C(c1cc2cc(OC)ccc2[nH]c1=O)N1CCc2ccccc21 (centres undefined),2,-7,4
COc1ccc(S(=O)(=O)NC(C)C(=O)Nc2ccccc2F)cc1 (centres undefined),0,9,8
Oc1oc(-c2ccccc2)nc1C=NCc1ccccc1,56*,4,-7
Cc1ccc(S(=O)(=O)c2cccc(S(=O)(=O)N3CCCC3)c2)cc1S(=O)(=O)N1CCCC1,3,6,7
C=CCN1C(=O)C(Cc2ccc(Br)cc2)S/C1=N\N=C\c1ccco1 (centres undefined),-7,-5,-5
Cc1ccc(OCC(=O)N2CCCCC2)c(Br)c1,35,-11,15
CCN(CC)c1nc2n(c(=O)n1)CCO2,2,-4,-7
CCCCNc1oc(-c2cccs2)nc1S(=O)(=O)c1ccccc1,5,3,-16
COC(=O)c1c(NC(=O)c2cnccn2)sc2c1CCC2,9,-3,1
COc1ccc(OC)c(C2=Nn3c(nnc3C3CCCCC3)SC2)c1,4,3,8
Cc1nn(-c2ccccc2)c2sc(-c3n[nH]c(=S)o3)cc12,-3,-4,-11
COC(=O)c1ccc(NC(=O)CSc2nnc(COc3c(C)cccc3C)o2)cc1,2,-1,-2
CC(C)(CO)NC(=O)C(c1ccccc1)c1ccccc1,-3,4,-2
CCCCOc1ccc(Cl)cc1CSc1n[nH]c(C)n1,-4,-3,0
COc1ccc(O)c(/C=N/NC(=S)Nc2cccc(S(=O)(=O)N(C)C)c2)c1,-25,-1,-6
Clc1ccc(CSc2nccn2Cc2ccccc2)cc1,-1,-2,2
O=C(Nc1ccc2c(c1)OCO2)C(c1ccccc1)N1CCN(C(=O)c2ccco2)CC1 (centres undefined),6,2,2
CC(=O)c1cccc(-n2nnnc2SCC(=O)Nc2cccc(NC(=O)c3ccco3)c2)c1,2,12,-7
O=C(Cc1cccc2ccccc12)N1CCCc2ccccc21,8,0,0
CCOC(=O)C(C(=O)OCC)C(Nc1ccc(Br)cc1)c1ccccc1 (centres undefined),15,8,2
Cc1cc(C)n(-c2nc3ccccc3nc2N2CCCCCC2)n1,1,-10,-7
O=C(Nc1ccc2oc(-c3ccccc3F)nc2c1)c1cncc(Br)c1,37,-1,-8
COc1c2c(nc3occc13)C(CCC(C)(C)O)(OC)C(O)CC2 (centres undefined),-8,7,1
Cc1ccc(S(=O)(=O)Nc2nc3ccccc3s2)cc1,5,-3,12
CCCCCNC(=O)c1ccc2c(=O)n(CCOC)c(=O)[nH]c2c1,9,-16,0
COC(=O)c1cccc(NC(=O)CSc2nc(C)cc(=O)[nH]2)c1,-2,-2,-18
CCCC1C(C#N)=C(N)Oc2cc(C)n(C)c(=O)c21 (centres undefined),-20,-13,11
CCn1c(CNC(=O)c2ccco2)nnc1SCC(=O)Nc1ccc(Br)cc1F,10,-1,4
COc1ccc(CNC(=O)COC(=O)C2=COCCO2)cc1,2,3,3
Cc1nc2c(C(=O)NCCC3=CCCCC3)c[nH]n2c(=O)c1Cl,-14,2,-5
CCN(CC)CCC(=O)NC(C)(C)Cc1ccc(O)cc1,-1,-9,-1
Cc1nc(Cc2nnc(SCc3nc(N)nc(Nc4ccccc4C)n3)o2)cs1,1,6,5

# Single records, from the list above.
# Entry for Clc1ccc(CSc2nccn2Cc2ccccc2)cc1 = esBAF inh: -1; RAD54 inh: -2; FN deposition inh: 2
# Entry for COc1ccc(O)c(/C=N/NC(=S)Nc2cccc(S(=O)(=O)N(C)C)c2)c1 = esBAF inh: -25; RAD54 inh: -1; FN deposition inh: -6
# Entry for Cc1nc2c(C(=O)NCCC3=CCCCC3)c[nH]n2c(=O)c1Cl = esBAF inh: -14; RAD54 inh: 2; FN deposition inh: -5

# Back to the main list, starting 2 compounds before the break.
Structure,esBAF inh,RAD54 inh,FN deposition inh
CCN(CC)CCC(=O)NC(C)(C)Cc1ccc(O)cc1,-1,-9,-1
Cc1nc(Cc2nnc(SCc3nc(N)nc(Nc4ccccc4C)n3)o2)cs1,1,6,5
CC(C)C(C(=O)Nc1ccc2c(c1)OCCO2)N1C(=O)c2ccccc2C1=O (centres undefined),3,10,1
c1ccc(C2Nc3ccccc3Oc3ccccc32)cc1 (centres undefined),-8,-6,-6
Nc1nc(Nc2ccccc2)nc(NCc2ccco2)c1[N+](=O)[O-],-2,-2,15
CCOC(=O)Cn1c2ccccc2c2nc3ccccc3nc21,7,-10,-5
COC(=O)c1ccccc1NC(=O)CSc1nnc(COc2cccc(OC)c2)n1C,1,-5,-11
O=C(O)CCNc1cc2ccccc2cc1C(=O)O,-4,8,-7
COn1c(SCc2ccccc2)nc2ccccc2c1=O,8,-15,-13
CCOc1cc(C2NC(=O)NC(C)=C2C(=O)OC(C)CC)cc(Br)c1O (centres undefined),8,9,3
CCOC(=O)/C=C1\Nc2ccccc2SC1=O,-10,-3,-7
Cc1c(C2Nc3ccccc3NC3=C2C(=O)CC(C)(C)C3)cnn1C (centres undefined),3,-13,6
O=c1[nH]c(=O)n(CCc2ccc(F)cc2)c(O)c1C=NCc1ccc2c(c1)OCO2,-5,0,-2
O=C(Nc1ccc(Cl)cc1)c1ccc(-n2cncn2)c([N+](=O)[O-])c1,0,-10,0
Fc1ccc(-c2noc(C3CCN(Cc4cccnc4)CC3)n2)cc1,18,-9,5
O=C(CS(=O)c1cccc(C(F)(F)F)c1)Nc1ccccc1Cl (centres undefined),-9,-4,-2
CN1C(=S)SC(N(O)C(=O)NC2CCCCC2)C1(C)C (centres undefined),9,1,-3
C=CCn1c(Cc2cccs2)nnc1SCC(=O)c1cccc(Br)c1,3,1,-2
CN(C)/C=C(/C(=O)c1ccccc1Cl)S(=O)(=O)c1ccccc1,-6,10,-2
C/C(=N/Nc1nc(-c2ccc(Cl)cc2)cs1)c1cccs1,17,-16,1
COc1ccccc1N(C(C)=O)C1SC(=O)N(c2ccccc2)C1=O (centres undefined),0,-8,22
COc1cccc(NC(=O)c2ccc3c(c2)N(CC(=O)N2CCCCC2)C(=O)C(C)(C)O3)c1,-2,-1,4
O=C(O)CSc1c2c(nc3cc(C(=O)N4CCOCC4)ccc13)CCCC2,-4,0,0
c1cc(C(c2nnnn2C2CCCC2)N2CCOCC2)ccn1 (centres undefined),5,-8,-9
N#Cc1ccccc1Cn1c(-c2cscn2)nc2ccccc21,-9,1,-14
COc1cc(N2CCCC2)c(OC)cc1/C=C(/C#N)c1ccc(Br)cc1,-3,-77,-8
COc1cc(NS(=O)(=O)c2ccc(NC(=S)NC(=O)C3CCCC3)cc2)nc(OC)n1,-10,4,-1
CC(C)NS(=O)(=O)c1ccc(NC(=O)C2CCCCC2)cc1,-5,-1,4
CCn1c(Cc2cccs2)nnc1SCC(=O)Nc1ccc(OC)c(OC)c1,2,-1,7
CCOC(=O)C(=CNc1cc(C)nn1-c1ccc(Cl)cc1)C(=O)OCC,-9,3,-1
Cc1cc(N2C(=O)C3C4C=CC(C4)C3C2=O)no1 (centres undefined),3,1,-1
COc1ccc(C)cc1NC(=O)c1ccc(NC(=O)CC2SC(N3CCCC3)=NC2=O)cc1 (centres undefined),5,12,-4
COC(=O)c1ccc(Oc2c(C)oc3cc(OCc4cnn(-c5ccccc5)c4)ccc3c2=O)cc1,-1,-3,-16
O=C1CC(C(=O)Nc2ccccc2)C2(CCCC2)O1 (centres undefined),-1,-19,-4
O=C(Nc1c(F)cccc1F)c1cnc(N2CCN(c3ccccn3)CC2)c2ccccc12,-10,-9,12
CCN=C1SC(C(=O)Nc2cccc(C)c2)CC(=O)N1CC (centres undefined),0,7,12
CCOC(=O)CSC1=C(C#N)C(c2ccccc2OCC)C(C#N)C(=O)N1 (centres undefined),1,-14,-4
O=C(C1Cc2ccccc2CN1S(=O)(=O)c1ccc(F)cc1)N1CCCCCC1 (centres undefined),-2,-21,-1
Cc1ccc(S(=O)(=O)NC(=O)Nc2ccccc2F)cc1,-3,-8,6
CCSc1nc(=O)n(-c2ccccc2)c(C)c1C(C)=S,-2,-22,-5
CCOC(=O)CC(NC(=O)c1ccc(C)cc1)c1ccc(C)cc1 (centres undefined),-4,-5,-5
NC(=O)C1CCN(CCC(=O)Nc2ccc(Br)cc2)CC1,5,3,2
CCOC(=O)N1CCN(C(=O)C(NS(=O)(=O)c2cccc3nsnc23)c2ccccc2)CC1 (centres undefined),-2,6,-4
O=C(CNS(=O)(=O)c1ccccc1)OCC(=O)c1ccc(OC(=O)c2ccccc2)cc1,0,-11,-10
CCOc1ccc(Oc2cc(C)nc(SC)n2)nn1,3,-6,-3
COc1ccc(CCNC(=O)c2sc(=S)n(C)c2N)cc1,-5,2,-8
O=C(COC(=O)c1ccccn1)NC12CC3CC(CC(C3)C1)C2,0,4,-8
CCCn1nc(CC(=O)OCC)c2ccccc2c1=O,-2,4,-6
CC(C)(C)NC(=O)CSC(=Nc1ccc(F)cc1)NC#N,3,-11,-10
CCC(C)NS(=O)(=O)c1ccc(NC(=O)CCC2CCCCC2)cc1 (centres undefined),8,-3,-1
CC(C)CCNC(=O)NC(=O)CN1C(=O)NC2(CCCCC2)C1=O,0,-2,-2
O=C(/C=C/c1ccccc1)N(c1ccccn1)C1CCCCC1,15,-2,-30
CCOC(=O)CCC(=O)N1CCOCCN(C(=O)CCC(=O)OCC)CCOCC1,-3,-16,2
CCN(CC)c1nc(N)c2c(N)n(-c3ccccc3C)c(=S)c(C#N)c2c1C#N,3,-12,-10
CC(C)OP(=O)(c1ccc(N(C)C)cc1)C(O)c1ccccc1F (centres undefined),2,-4,1
O=C(Nc1ccc(-n2nncc2-c2ccco2)cc1)c1ccc(F)cc1,4,0,-6
COC(=O)c1cc(OC)c(OC)cc1NC(=O)c1ccc(OC)c(OC)c1,-1,10,4
CCOC(=O)CNS(=O)(=O)CCN1C(=O)c2ccccc2C1=O,4,-1,7
Cc1ccccc1-c1nc(CN2CCCC(C(=O)NCc3cccnc3)C2)c(C)o1 (centres undefined),6,-13,1
COc1ccc2nc(NC(=O)CSc3nc(C)cc(C)n3)sc2c1,9,-3,-4
Cn1c(=O)cc(OCC(=O)NCc2ccccn2)c2ccccc21,1,9,-1
COC(=O)c1ccc(NC(=S)NCCC2=CCCCC2)cc1,-3,-2,0

# Further compounds.
Structure,esBAF inh,RAD54 inh,FN deposition inh
CCOC(=O)c1[nH]c(COC(=O)C2CC(=O)N(Cc3ccccc3)C2)c(C(=O)OCC)c1C (centres undefined),-8,-3,-1
Cc1c(C(=O)OCC(C)C)[nH]c2c1C(=O)CC(c1cccs1)C2 (centres undefined),4,-10,-3
O=C(NC1CCCCC1)NC1CCN(S(=O)(=O)c2ccc3c(c2)OCCO3)CC1,-6,-4,5
COc1ccc(-n2nnc3c(=O)n(CC(=O)NCC4CCCO4)cnc32)cc1 (centres undefined),-3,7,-3
CCCOc1ccc(OCCOCCN2CCc3ccccc3C2)cc1,-2,-9,4
N#C/C(C(=O)c1ccccc1)=C1/CCCCCN1,39,5,-1
CC(=O)Oc1ccc(NC(=O)C2CCCCC2)c(C(=O)O)c1,-4,8,-15
CCOc1ccc(C(CC(=O)O)NC(=O)C23CC4CC(CC(C4)C2)C3)cc1 (centres undefined),1,3,-5
CC(C(=O)N1CCc2ccccc21)N1CCc2ccccc2C1 (centres undefined),-2,-5,-16
COc1cc2c(C(=O)N3CCCc4ccccc43)cn(C)c(=O)c2cc1OC,-5,-5,0
CCCCCOC(=O)C1=C(C)Nc2ncnn2C1c1cccs1 (centres undefined),-13,1,-5
